Screening data: PubChem BioAssay, several laboratories
PfHsp40 yeast: rescue of PfHsp40-mediated yeast toxicity; S. cerevisiae expressing PfHsp40, growth rescue, ATP luminescence; growth rescue, % at 12.5 µM; 0.68% of 340,000 active; AID 504582; in the data active = growth rescue above about 28%, passing the limit was not always enough; inconclusive = no clear call, values can overlap the other calls;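 also: yeast W303a lacking pdr1 and pdr3 grown in galactose medium; growth measured after three days at 30 °C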
BH1578 lux ind: inducers of Vibrio cholerae quorum light production without autoinducers; V. cholerae BH1578 lux reporter, luminescence, 6 h; activation, % at 18.7 µM; 0.16% of 350,000 active; in the data active = activation mostly above about 9.7%, no sharp cut-off; inconclusive = no clear call, values can overlap the other calls; inactive = mostly below about 3.7%; also: not every result past the cut was called active; inactives centre near 0; reference of the scale not given here
VHR inh abs: blocks human VHR1 dual specificity phosphatase | P51452 | recombinant VHR phosphatase, pNPP absorbance | inhibition, % at 13.3 µM | 0.52% of 290,000 active | AID 1654; in the data active = inhibition above about 50%; also: some compounds called inactive have numbers as strong as hits
Target sequence (P51452 whole entry, looked up): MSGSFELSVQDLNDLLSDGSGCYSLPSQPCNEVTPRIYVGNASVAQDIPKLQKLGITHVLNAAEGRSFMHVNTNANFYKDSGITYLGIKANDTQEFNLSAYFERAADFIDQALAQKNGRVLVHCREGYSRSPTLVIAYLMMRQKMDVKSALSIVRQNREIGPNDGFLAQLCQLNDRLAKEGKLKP
TcdB GH inh: inhibitors of Clostridioides difficile toxin B glycohydrolase | TcdB glycohydrolase enzymatic assay, plate reader | inhibition, % at 9.99 µM | 0.24% of 350,000 active | AID 652162; in the data active = inhibition above about 10%
CCHFV vOTU inh: CCHFV vOTU protease inhibition. inhibition, % at 11.5 µM. Pep-AMC fluorescence. AID 651958. 0.55% of 370,000 active; in the data active = inhibition above about 30%; also: 0% = vehicle wells with enzyme and 100% = no enzyme wells
Anthrax LF prot: blocks Bacillus anthracis lethal factor protease | P15917 | multiplex microsphere protease cleavage assay, LF | inhibition, % at 10 µM | 0.12% of 360,000 active | AID 588501; also: plate controls were buffer without enzyme for full effect and enzyme alone for no effect
Target sequence (P15917 whole entry, looked up): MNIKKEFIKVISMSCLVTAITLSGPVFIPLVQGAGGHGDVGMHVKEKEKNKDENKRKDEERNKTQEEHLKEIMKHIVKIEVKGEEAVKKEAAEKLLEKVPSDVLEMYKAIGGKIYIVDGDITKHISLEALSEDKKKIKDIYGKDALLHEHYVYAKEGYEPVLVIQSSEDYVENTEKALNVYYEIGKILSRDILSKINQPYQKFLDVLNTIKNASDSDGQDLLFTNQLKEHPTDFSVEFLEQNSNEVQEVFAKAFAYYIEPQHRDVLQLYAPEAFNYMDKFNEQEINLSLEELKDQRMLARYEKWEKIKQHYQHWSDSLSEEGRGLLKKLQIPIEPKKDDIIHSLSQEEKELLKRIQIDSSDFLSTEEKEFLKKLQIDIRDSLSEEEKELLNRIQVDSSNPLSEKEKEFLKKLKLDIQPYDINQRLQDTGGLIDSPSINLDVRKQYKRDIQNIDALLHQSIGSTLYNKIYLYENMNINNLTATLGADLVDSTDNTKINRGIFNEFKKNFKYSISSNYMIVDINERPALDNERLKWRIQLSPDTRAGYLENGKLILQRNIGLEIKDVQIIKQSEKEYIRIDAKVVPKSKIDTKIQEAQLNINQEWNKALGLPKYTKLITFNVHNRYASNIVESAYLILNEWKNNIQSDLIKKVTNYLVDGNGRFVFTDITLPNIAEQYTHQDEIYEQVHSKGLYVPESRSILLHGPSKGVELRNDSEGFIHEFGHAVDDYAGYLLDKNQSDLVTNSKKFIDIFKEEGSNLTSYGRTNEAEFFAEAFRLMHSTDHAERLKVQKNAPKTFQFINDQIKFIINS
PriA SSB inh: inhibitors of Klebsiella pneumoniae PriA binding to SSB C-terminal tail. 0.6% of 430,000 active. AlphaScreen SSBct-PriA binding, biotinylated peptide. inhibition, % at 33 µM; in the data active = inhibition mostly above about 37%, no sharp cut-off; inactive = mostly below about 20%;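 also: plate controls were negative control peptide for no effect and reference peptide for full effect; strong numbers were not always called active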
BoNT-A LC inh2: blocks Botulinum neurotoxin A light chain protease | inhibition, % at 10 µM | 0.17% of 360,000 active | multiplex microsphere protease substrate cleavage, flow cytometry; also: plate controls were buffer without enzyme for full effect and enzyme alone for no effect
Yp Topo-I inh: inhibitors of Yersinia pestis topoisomerase I; Y. pestis Topo-I cleavage product accumulation, plate reader; activity, % at 10 µM; 0.064% of 360,000 active; AID 504884; in the data active = activity above about 50%, passing the limit was not always enough; inconclusive = no clear call, values can overlap the other calls; also: inactives centre near 2
3CLpro inhibitor: SARS-CoV 3CLpro protease inhibition; AID 1706; 0.14% of 290,000 active; recombinant SARS-CoV 3CLpro, quenched FRET peptide cleavage; inhibition, % at 6 µM; in the data active = inhibition above about 12%
Starred values were filed as active, the others as inactive; i = inactive; u = inconclusive; x = not tested or not shown; & = joins results of further samples. Rule as the data show it, unless noted: active = inhibition above about 30%; inconclusive = no clear call, values can overlap the other calls; inactive = below that.

nr	Compound	Anthrax LF prot	PfHsp40 yeast	Yp Topo-I inh	CCHFV vOTU inh	BoNT-A LC inh2	BH1578 lux ind	PriA SSB inh	TcdB GH inh	3CLpro inhibitor	VHR inh abs
1	CCCC(=O)Nc1ccc2c(c1)nc(CN1CCCCC1)n2C	-9	-0.9	6	17	-0.3	i	-11	x	0	35
2	Cc1cccn2c(=O)c3cc(C(=O)NC4CCCCCC4)sc3nc12	0	0.6	5	-19	2.6	-0.9	0	-1.4	-5	22
3	CCc1c(C)[nH]c2nc3ccccc3n2c1=O	-11	-1.4	-6	-3	-0.8	-0.3	-13	x	-3	24
4	S=C(Nc1ccccc1)N1CCN(C(=S)c2ccccc2)CC1	0	-0.2	2	20	0.5	-0.2	5	-0.2	7	-7
5	COc1ccc(Br)cc1C(=O)Nc1nnn(C)n1	-1	-1.7	3	5	-0.5	7.7	-4	x	6	21
6	CC1Cc2ccccc2N1C(=O)C1CCN(S(=O)(=O)Cc2ccccc2)CC1 (stereo not given)	-2	-0.4	36	11	-0.7	1.8	-3	x	0	29
7	CC(=O)OC1OCCOC1NC(=S)Nc1ccc(C)cc1 (stereo not given)	4	-1.3	-2	-3	-1.1	-0.2	-14	3.8	7	16
8	CCc1nc(SCC(=O)NCCc2ccccc2)n[nH]1	-6	-1.2	4	2	0.6	-0.5	-9	x	2	7
9	CCOC(=O)CSc1nc2sc(C(=O)O)c(C)c2c(=O)[nH]1	-4	-0.1	5	-4	-0.2	-0.3	-20	6.3	-2	30
10	CC1CCC(NC(=O)c2ccc(COc3ccccc3)o2)CC1 (stereo not given)	1	0.4	-4	1	-1.4	1.4	0	-0.4	x	x
11	COCCCNC(=S)N1CCN(c2nc(C)nc3sc4c(c23)CCCC4)CC1	-1	0.1	41	3	-2.5	-1.8	8	0.8	4	17
12	CCNC(=O)C1(C)CCCN(C(=O)c2csc3ccccc23)C1 (stereo not given)	-6	x	10	18	0.6	i	x	0.3	x	x

The final 3 entries of the section above are carried over, then new ones follow:
nr	Compound	Anthrax LF prot	PfHsp40 yeast	Yp Topo-I inh	CCHFV vOTU inh	BoNT-A LC inh2	BH1578 lux ind	PriA SSB inh	TcdB GH inh	3CLpro inhibitor	VHR inh abs
10	CC1CCC(NC(=O)c2ccc(COc3ccccc3)o2)CC1 (stereo not given)	1	0.4	-4	1	-1.4	1.4	0	-0.4	x	x
11	COCCCNC(=S)N1CCN(c2nc(C)nc3sc4c(c23)CCCC4)CC1	-1	0.1	41	3	-2.5	-1.8	8	0.8	4	17
12	CCNC(=O)C1(C)CCCN(C(=O)c2csc3ccccc23)C1 (stereo not given)	-6	x	10	18	0.6	i	x	0.3	x	x
13	Cc1c(C(=O)Nc2ccc(F)cc2)oc2ccc(S(=O)(=O)N3CC(C)CC(C)C3)cc12 (stereo not given)	3	2.5	11	-13	0.2	-1.5	-6	0.2	0	15
14	COc1ccc(OCCC(=O)Nc2nccs2)cc1	2	-0.7	11	11	-1.6	0.0	3&-9	1.0	3	8
15	COc1cccc(-c2cc(C(=O)NCCN3CCOCC3)no2)c1	0	-0.2	6	-4	-2.7	-0.4	-20	x	-1	19
16	Cc1ccc(NC(=S)Nc2cccc3cnccc23)cc1	-4	-2.1	-2	12	0.0	-0.3	10	-0.1	9	6
17	O=C(OCC(=O)N1CCCC1)c1c(Cl)cccc1Cl	1	0.2	5	10	-1.7	-1.5	-4	-0.8	2	-3
18	C=CCNC(=O)c1c(O)c2cccc3c2n(c1=O)CCC3	2	1.7	2	2	-0.3	0.7	-10	1.7	-2	18
19	CCc1ccc(NS(=O)(=O)c2ccc(OC)c3ncccc23)cc1	1	1.0	9	15	0.2	-0.2	3	1.4	2	9
20	COc1ccc(-c2coc3c(C(=O)NCc4ccc(C(F)(F)F)cc4)cccc23)c(C)c1	-4	x	5	7	0.2	0.3	x	0.3	x	x
21	CCCN1CCN(C(=O)C(NC(=O)c2ccco2)C(C)C)CC1 (stereo not given)	1	-0.7	-4	10	-0.6	i	3	-0.8	0	16
22	CCOCCOCCC(C(=O)OCC)P(=O)(c1ccccc1)c1ccccc1 (stereo not given)	3	-1.6	-1	-12	0.6	-0.4	-1	x	-4	29
23	Cc1ccc(C)c(NC(=O)c2cc(-c3ccccc3)nn2-c2ccccc2)c1	-1	0.1	6	12	-0.9	0.9	-9	x	-2	4
24	CCN1C(=O)C(CC(=O)Nc2ccc(OC)cc2)N(CCc2ccc(OC)cc2)C1=S (stereo not given)	-5	2.2	3	17	-0.9	1.0	-10	-0.1	4	23
25	CC12C(=O)N(c3nccs3)C(=O)C1(C)C1CCC2O1 (stereo not given)	-5	x	-3	0	0.1	-0.4	5	2.0	x	x
26	Cc1c(CCO)c(=O)n2c([nH]c3ccccc32)c1C#N	-5	0.3	0	-127	-2.6	-1.0	-5	0.4	0	2
27	O=C(CCl)NCC1CCCO1 (stereo not given)	-2	-0.7	1	-16	0.1	-0.5	-9	-0.9	1	22
28	O=C(OCC(=O)N(Cc1ccccc1)Cc1ccccc1)c1ccccc1NCCO	1	3.6	25	-74	2.1	-1.4	-27	-0.8	x	x
29	O=C(Nc1ccc(Cl)cc1)C1CCCCN1S(=O)(=O)c1ccccc1 (stereo not given)	-1	0.9	13	5	7.5	-1.2	-20	1.3	x	x
30	CCCC(=O)NC(Nc1ccc(S(=O)(=O)Nc2ncccn2)cc1)(C(=O)OCC)C(F)(F)F (stereo not given)	-2	-1.7	4	-10	0.8	2.1	-16	x	8	-1
31	CCc1nc(N2CCCCC2C)c2oc3ccccc3c2n1 (stereo not given)	1	u	38	9	0.6	i	-14	x	0	14
32	FC(F)(F)C(F)(F)c1nnc2ccc(-n3ccnc3)nn12	-5	0.3	0	1	-1.1	-0.3	-3	-0.7	6	11
33	COc1cccc(NC(=O)CCS(=O)(=O)c2cc3c(cc2Cl)NC(=O)CO3)c1	-2	0.8	-6	7	0.1	i	5	1.7	1	18
34	COc1ccc(C(=O)c2sc3nc(C)cc(-c4cccs4)c3c2N)cc1	20	1.9	23	6	56*	-0.3	-60	0.8	2	11
35	CC1CCN(S(=O)(=O)c2ccc(NC(=O)CN3CCN(c4ccccc4)CC3)cc2)CC1	-7	1.2	-2	-17	1.0	i	-4	1.4	4	-2
36	CC(NCc1ccccc1Cl)C(=O)Nc1ccc(C#N)cc1 (stereo not given)	-4	1.0	8	-5	-0.4	i	0	0.5	0	30
37	O=C(NC(c1ccc(Cl)cc1)c1c(O)ccc2ccccc12)c1ccccc1 (stereo not given)	-11	-1.4	7	-8	-2.7	-0.4	2	x	2	-11
38	CC(=O)c1cn(CC(=O)Nc2ccccc2F)c2ccccc12	-3	0.1	4	-9	-0.2	-0.3	1	0.3	2	-20
39	COc1ccc(CNC(=O)c2cccc3c(-c4cnn(C)c4)coc23)cc1OC	0	x	13	-1	-1.2	i	x	1.3	x	x
40	COc1ccc(C2=C(c3ccc([N+](=O)[O-])cc3)C(=O)OC2)cc1	0	-0.7	1	-6	-0.4	-0.1	8	0.5	5	-1
41	CCc1ccccc1N(CC(=O)N1CCN(c2ccccc2)CC1)S(C)(=O)=O	7	6.4	8	-7	-3.2	i	-2	x	2	8
42	Cc1ccc(Cl)cc1NC(=S)N(CCCN1CCN(C)CC1)Cc1cccs1	-2	0.9	-6	6	0.4	-0.2	-3	0.8	3	22
43	N#CC(C#N)=Cc1ccc(C=C(C#N)C#N)cc1	-1	0.1	-6	13	-2.4	-0.5	2	1.1	-3	-7
44	O=CNCC(=O)NCCc1ccc(Cl)cc1	-3	-0.9	-9	-1	0.2	i	-12	x	0	26
45	O=C(CSc1nnc(NC2CCCCC2)s1)NN1C(=O)NC2(CCCCC2)C1=O	0	1.4	1	-10	1.0	-0.3	-2	x	-4	18
46	COCCCNc1oc(-c2cccs2)nc1S(=O)(=O)c1ccc(C)cc1	0	-0.2	7	-4	1.6	i	-2	1.1	1	13
47	c1ccc(Cn2nnc3c(NCC4CCCO4)ncnc32)cc1 (stereo not given)	0	0.0	0	-10	-0.2	-0.4	-1	x	0	10
48	COc1ccc(NC(=O)c2sccc2C)cn1	6	-0.5	3	2	-0.4	-0.2	-6	0.7	0	4
49	CCn1ncc2c1C(=O)NC1c3ccccc3C(=O)N21 (stereo not given)	24	-1.0	0	-9	1.2	-0.5	-13	x	5	28
50	O=C(CN1c2cccc3cccc(c23)S1(=O)=O)Nc1c(F)c(F)c(F)c(F)c1F	11	-0.1	-5	5	0.3	i	-9	0.6	x	x
51	O=C(c1cccc(Cl)c1)N1CCN(CCCc2ccccc2)CC1	4	-0.6	5	-4	0.7	i	-2	0.4	-1	6
52	CC(=O)N(C(C)=O)n1c(C)nc2sc3c(c2c1=O)CCCC3	0	-1.3	3	-18	-0.7	-0.1	5	0.4	-1	28
53	O=C(Nc1cccc(S(=O)(=O)NC2=NCCC2)c1)c1cc(=O)[nH]c2ccccc12	u	1.5	6	-1	0.6	-0.5	-16	5.7	x	x
54	CC(C)(C)SCCNC(=O)c1cccc([N+](=O)[O-])c1	-1	0.7	4	1	-0.4	-0.4	-4	x	-4	0
55	CC1=C(C(=O)OCC2CCCO2)C(c2coc3ccc(Cl)cc3c2=O)C2=C(CCCC2=O)N1 (stereo not given)	-1	2.2	15	4	-0.7	0.0	-6	0.8	4	7
56	COc1ccc(N)c2c1C(=O)c1ccccc1C2=O	-2	0.0	-4	-8	0.9	-0.2	17	x	0	-2
57	COc1ccc(NC(=O)CSCC(=O)N(C)Cc2ccc(Cl)c(Cl)c2)cc1	-4	3.7	29	13	0.1	i	-2	-0.1	x	x
58	Cc1noc(C)c1COc1ccc(C(=O)N2CCC(C)CC2)cc1	-4	-0.9	7	18	0.0	i	-2	0.3	x	x
59	COC(=O)c1ccc(C(=O)NC2CC(C)(C)Cc3c2cnn3-c2ccc(F)cc2)nc1 (stereo not given)	0	0.0	28	-2	0.4	i	-4	3.6	2	-10
60	Cc1c(NC(=O)c2cc(=O)[nH]c3ccccc23)c(=O)n(-c2ccccc2)n1C	0	0.8	6	8	-2.7	4.2	-8	x	8	-9
61	Cc1ccc(NC(=S)N2CCCCC2)cc1C	-1	-0.9	-1	6	u	i	0	1.7	4	-4
62	Cc1cc(-c2ccccc2)cc(=O)[nH]1	-2	-1.5	3	1	-0.3	i	-9	0.6	x	x
63	O=C(O)CC(CP(=O)(c1ccccc1)c1ccccc1)C(=O)O (stereo not given)	7	-1.2	-5	-2	1.5	i	-3	1.5	2	21
64	CCOc1ccc(CCN2C(=O)C(=O)N([C@@H](Cc3ccccc3)CN3CCC[C@H]3CN3C(=O)C(=O)NC[C@@H]3Cc3ccccc3)C[C@@H]2Cc2ccccc2)cc1	6	x	x	18	0.2	x	x	1.9	x	x
65	O=C(CCC(=O)Nc1ccccc1Cl)N/N=C/c1c[nH]c2ccccc12	-7	-1.2	-18	-6	-2.3	0.0	x	-0.4	-6	-4
66	COc1ccc(C(=O)Cc2ccc3c(c2)OCO3)c(O)c1	-2	0.0	-2	0	-0.6	i	-9	x	4	7
67	COc1cccc(-n2ccnc2SCC(=O)Nc2ccccc2F)c1	-4	1.0	12	-13	-0.4	-0.5	33	-0.3	7	-6
68	COCCn1nnnc1C(C(C)C)N1CCSCC1 (stereo not given)	-2	-0.4	-3	0	0.5	-0.6	-9	-0.1	-4	-1
69	CCC(c1nnc(SCC(=O)Nc2cccnc2Cl)n1-c1ccccc1)N(C)C (stereo not given)	0	0.5	-1	-2	0.3	-0.4	11	-0.3	-4	12
70	Cc1cc(OC(C)C(=O)Nc2ccncc2)ccc1Cl (stereo not given)	5	-0.6	9	11	-4.8	-0.4	-5	-0.4	-2	-5

An excerpt; the hit share may differ from the screen's.
